GPR151 activ: human GPR151 activation | hit rate 1% among 650,000 | activation, % at 11.2 µM | AID 1508602 | PathHunter beta-arrestin GPR151 cells, luminescence; in the data active means activation above about 4.9%;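 further: 0% = median of compound wells and 100% = cells with positive control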
MITF inh: inhibitors of human MITF | O75030 | AlphaScreen MITF homodimerization, bead proximity signal | inhibition, % at 2.6 µM | hit rate 0.91% among 650,000; in the data active means inhibition above about 50%;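 further: 0% = vehicle wells with protein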
FBW7 activator: human FBW7 E3 ligase activation, primary screen | Q969H0 | AlphaScreen FBW7–phospho-cyclin E peptide binding, activator screen | normalized activity (activation), % at 26.1 µM | hit rate 0.13% among 650,000 | AID 1259310; in the data active means normalized activity above about 1.9%;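 further: purified mutant Fbw7 with reduced substrate affinity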
Target sequence (Q969H0 whole entry, looked up): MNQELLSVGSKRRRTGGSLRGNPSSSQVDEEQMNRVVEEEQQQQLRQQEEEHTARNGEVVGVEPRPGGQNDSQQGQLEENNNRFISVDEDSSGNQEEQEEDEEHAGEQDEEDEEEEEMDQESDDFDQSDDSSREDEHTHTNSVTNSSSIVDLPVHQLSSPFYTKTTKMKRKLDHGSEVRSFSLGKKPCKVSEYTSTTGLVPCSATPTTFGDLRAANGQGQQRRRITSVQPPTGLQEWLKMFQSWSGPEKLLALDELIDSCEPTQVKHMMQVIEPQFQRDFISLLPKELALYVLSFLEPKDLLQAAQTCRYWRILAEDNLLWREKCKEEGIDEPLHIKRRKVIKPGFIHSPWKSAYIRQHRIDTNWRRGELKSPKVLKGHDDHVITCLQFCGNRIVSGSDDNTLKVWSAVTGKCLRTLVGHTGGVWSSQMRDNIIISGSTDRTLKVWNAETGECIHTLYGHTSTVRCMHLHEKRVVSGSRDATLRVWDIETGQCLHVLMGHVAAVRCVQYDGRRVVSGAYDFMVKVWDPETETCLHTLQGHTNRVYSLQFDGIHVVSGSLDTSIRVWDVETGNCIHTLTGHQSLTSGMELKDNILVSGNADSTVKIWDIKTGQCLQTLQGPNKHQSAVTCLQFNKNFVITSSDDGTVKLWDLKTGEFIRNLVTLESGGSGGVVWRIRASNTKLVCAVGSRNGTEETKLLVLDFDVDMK
TEAD-YAP block: TEAD-YAP interaction inhibition; HEK-TIYL cells, TEAD-Gal4/YAP UAS-luciferase luminescence; inhibition, % at 9.12 µM; hit rate 1.4% among 640,000; AID 1259422; in the data active means inhibition above about 32%;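 further: 0% = median of test compound wells and 100% = reference inhibitor wells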
The depositor's hits bear a star; . = not tested or not shown; & = joins results of further samples. Rows were taken by chance; 3.4% or so of the library scored in one or more.

mol	MITF inh	TEAD-YAP block	GPR151 activ	FBW7 activator
CN1CCC(N(C)Cc2ccc(F)c(Br)c2)CC1	54*	-12	-0.7	0.5
CCSc1nc(-c2ccc(OC)cc2)nc2c1c(=O)n(C)c(=O)n2C	11	9	0.4	0.2
CCc1cc(CC#N)c(S(=O)(=O)CC)s1	-4	3	1.4	-0.1
Cc1cc(OCC(=O)Nc2ccccc2)ccc1Cl	6	-43	-0.2	0.8
CSc1ccc(/C=C/C(=O)c2c(O)cc(C)oc2=O)cc1	23	-9	-2.3	0.3
COc1ccccc1CNC(=O)c1c(O)c2ccccc2n(C)c1=O	0	3	-0.7	0.0
O=C(NCc1ccco1)/C(=C/c1ccc(F)cc1)NC(=O)c1ccccc1	-8	-1	-1.1	-0.1
C=CCn1c(-c2ccc(OC)cc2)nc2ccccc21	-11	-38	-0.5	-0.2
CCCCN(C)S(=O)(=O)c1ccc(C(=O)Nc2nc3ccc4nc(SC)sc4c3s2)cc1	-8	-5	2.0	-0.2
COc1ccc(C2=CC(=C(C#N)C#N)c3cc([N+](=O)[O-])ccc3O2)cc1OC	2	1	4.3	-0.1
COc1ccc(N2C(=O)CC(SCCC(=O)Nc3ccc(Cl)cc3C)C2=O)cc1 (stereo not given)	4	4	0.0	0.1
Cc1nc(N)c2nnn(Cc3ccccc3)c2n1	-14	-14	-0.6	0.2
CCOCCCN1C(=O)CC[C@@H]2CN(C(=O)c3ccccc3F)CC[C@@H]21	8	-46	-0.2	0.1
CC(=O)Nc1ccc(OCC(O)Cn2c3ccccc3c3ccccc32)cc1 (stereo not given)	-14	0	2.6	-0.3
CC(C)Oc1ccc(/C=C/c2nc(O)c([N+](=O)[O-])c(=O)[nH]2)cc1	12	2	-1.5	0.1
O=C(O)CNC(=O)/C(=C\c1ccc2c(c1)OCO2)NC(=O)c1ccc(Br)cc1	9	3	0.3	-0.1
CN(Cc1nc2ccccc2[nH]1)C(=O)CCc1nnc(C2(c3ccc(Cl)cc3)CCC2)o1	2	-6	0.4	-0.1
O=C(N/C(=C\c1cccnc1)C(=O)N1CCNCC1)c1ccccc1	11	-3	-1.3	-0.1
O=C(O)CCn1c2ccccc2c2nc3ccccc3nc21	7	-4	-0.6	0.2
COc1ccc(NC(=O)CN2CCN(S(=O)(=O)c3ccc(F)cc3)CC2)cc1OC	3	6	1.2	-0.1
O=C1c2cccc(F)c2C(=O)N1c1ccc(C23CC4CC(CC(C4)C2)C3)cc1	9	-9	-0.7	0.1
NCCCCNS(=O)(=O)c1cccc2c(Cl)cccc12	29	-5	1.6	-0.1
CC12CCC(C(=O)N3CCN(c4ncccn4)CC3)(CC1=O)C2(C)C (stereo not given)	0	8	0.9	0.6
NC(=O)c1ccc(-c2cc(C(=O)NC3CC3)ccn2)cc1	-4	-13	0.4	-0.1
COCCn1c(SCC(=O)Nc2cccc(C)c2C)nc2c(c1=O)SC(C)C2 (stereo not given)	3	18	-0.4	-0.2
CSc1nnc2c(n1)OC(C(=O)c1ccccc1)Nc1ccccc1-2 (stereo not given)	12	1	-0.7	0.1
CCOC(=O)N1CCc2c(sc(NC(=O)c3ccc(S(=O)(=O)N(CC)CC)cc3)c2C(=O)N2CCOCC2)C1	-15	-8	-0.6	-0.1
CSc1ccccc1NC(=O)c1ccccc1N(C)S(=O)(=O)c1ccccc1	1	10	0.2	0.0
O=C(CCCCCn1c(SCc2ccccc2)nc2ccsc2c1=O)NCCc1ccccc1	-7	-7	-0.4	0.1
COc1ccc(N2C(N)=C(C#N)C(c3ccc(OC)c(OC)c3)C3=C2CC(C)(C)CC3=O)cc1 (stereo not given)	-1	40*	-0.8	0.0
COc1nc2ccc(C)cc2cc1CNCc1cnn(C)c1	2	1	-0.2	0.0
Cc1ccnc(SCc2cc(=O)c(OC(=O)c3cccc(F)c3)co2)n1	0	-7	0.4	-0.3
COC(=O)[C@H]1CSCN1C(=O)c1c(F)cccc1Oc1nc(OC)cc(OC)n1	-3	4	0.5	-0.2
O=C(Nc1ccc(Cl)cc1F)c1cc(S(=O)(=O)N2CCc3ccccc32)ccc1F	2	2	-2.6	-0.1
CCCCCOc1ccc(/C=c2\sc3nc(-c4cccnc4)nn3c2=O)cc1OC	5	2	1.1	0.0
Cc1cccc(-n2ncc3c(Nc4ccc(C(C)C)cc4)ncnc32)c1	-6	-8	0.1	-0.1
C/C(Cc1ccccc1)=N\Nc1nc(-c2ccccc2)cs1	3	7	-0.9	0.1
C/C(CCc1ccc(O)cc1)=N\NC(N)=O	15	6	1.1	0.3
CN1CCN(CCCNc2c(N)c(=O)oc3ccccc23)CC1	8	8	0.1	0.0
COc1cc(/C=N/NC(=O)c2ccc(N(C)C)cc2)cc(OC)c1O	2	-8	-0.8	0.0
COc1ccc(CCNC(=O)C(C)N2C(=O)c3ccccc3C2=O)cc1OC (stereo not given)	3	4	-0.3	0.1
O=C(NCCc1nc(-c2cccnc2)nn1C(=O)N1CCCC1)N1CCCC1	-13	2	1.6	0.0
Cc1ccc(C2(c3ccc(C)cc3)CC2C(=O)Nc2ccc(F)cc2)cc1 (stereo not given)	-14	4	0.3	-0.1
Cc1ccc(S(=O)(=O)N(C)c2ccc(OCC(=O)Nc3ncn[nH]3)cc2)cc1	9	3	1.2	0.1
O=C(O)/C=C1\CCCc2ccccc2C1O (stereo not given)	25	.	-0.1	-0.1
O=C(COc1ccc(Cl)cc1)Nc1ccc(F)cc1	4	-41	1.8	0.0
N#Cc1c(-c2ccco2)nc(SCC(=O)Nc2ccccc2Cl)[nH]c1=O	-11	13	-1.2	0.0
N#Cc1ccc(C2CCC(=O)CC2=O)cc1 (stereo not given)	5	-3	0.8	0.1
CCOC(=O)c1ccc(NC(=O)NNC(=O)CCc2ccc(O)c(O)c2)cc1	21	3	1.3	0.9
CC1=C(C(=O)Nc2ccc(C)cn2)C(c2cc([N+](=O)[O-])ccc2Cl)C2=C(CCCC2=O)N1 (stereo not given)	5	5	3.2	0.1
c1ccc2[nH]c(CCn3cncn3)nc2c1	6	-2	-0.5	0.0
O=C(NNC(=O)c1cccs1)c1ccc([N+](=O)[O-])cc1	0	-8	-3.3	0.1
O=C(/C=C/c1cccc(Cl)c1)NCc1cccs1	2	-15	1.5	0.1
CCOCCCNC(=O)c1cc([N+](=O)[O-])ccc1Cl	10	6	23*	-0.1
Cc1ccc(S(=O)(=O)N(CCc2ccccc2)CC(=O)Nc2ccc3c(c2)OCCO3)cc1	-6	7	-0.1	0.1
COc1ccccc1C(=O)N(CCCCN1C(=O)c2ccccc2C1=O)c1ccc(Cl)cc1	7	3	0.2	-0.1
O=C(NCCCl)Nc1nnc(-c2ccc(Cl)cc2)o1	-6	-30	0.0	-0.1
CC(=O)c1c(C)[nH]c(C(=O)Nc2ccc(F)c(Cl)c2)c1C	-11	-50	0.1	-0.1
COC(=O)c1ccc(C2C(C#N)=C(C)NC(C)=C2C(=O)Nc2ccccc2)cc1 (stereo not given)	-4	4	0.0	-0.2
COc1cccc(/C=N/NC(=O)C(=O)Nc2ccccc2)c1O	1	-10	-0.5	-0.5

Single values from the list.
COc1cccc(/C=N/NC(=O)C(=O)Nc2ccccc2)c1O – GPR151 activ: -0.5
CCOCCCNC(=O)c1cc([N+](=O)[O-])ccc1Cl – FBW7 activator: -0.1
O=C(NCCCl)Nc1nnc(-c2ccc(Cl)cc2)o1 – FBW7 activator: -0.1
Cc1ccc(S(=O)(=O)N(CCc2ccccc2)CC(=O)Nc2ccc3c(c2)OCCO3)cc1 – FBW7 activator: 0.1
COC(=O)c1ccc(C2C(C#N)=C(C)NC(C)=C2C(=O)Nc2ccccc2)cc1 (stereo not given) – FBW7 activator: -0.2
CCOC(=O)c1ccc(NC(=O)NNC(=O)CCc2ccc(O)c(O)c2)cc1 – GPR151 activ: 1.3

The list goes on.
mol	MITF inh	TEAD-YAP block	GPR151 activ	FBW7 activator
CCN1C(=O)C2CC(C)=C(C)CC2C1=O (stereo not given)	17	11	0.2	0.2
COCCNc1ncnc2c1cnn2-c1ccccc1	0	-56	-0.8	0.0
CCOC(=O)c1ccc(NC(=O)c2sc(NC(=O)CC)c(C(=O)OC)c2C)cc1	-4	-2	-1.8	-0.1
Cc1ccc(NC(=O)CN2C(=O)c3ccccc3C2=O)nc1	10	5	0.9	-0.1
CCCCC(NC(=O)CN1C(=O)c2ccccc2C1=O)c1ccccc1 (stereo not given)	-2	9	0.2	0.0
O=C(NC1CCN(Cc2ccccc2)CC1)c1ccnc(Cl)c1	-4	-2	-1.0	-0.1
Cc1ccc(S(=O)(=O)N2CCOCC2)cc1C(=O)NC(=S)N1CC(C)OC(C)C1 (stereo not given)	-6	2	-1.4	0.1
OCCn1c(-c2ccc(Br)cc2)cn2c3ccccc3nc12	-3	2	0.2	0.3
C=CCNC(=O)Cn1cnc2c([nH]c3ccc(C)cc32)c1=O	1	4	-1.7	0.9
c1ccc(-c2ccc(CSc3nc4ccccc4o3)cc2)cc1	8	-20	-0.6	-0.1
Cc1ccc(NC(=O)NNC(=O)C(C)(C)O)cc1C	-5	-3	1.9	-0.1
CCOc1cccc2sc(NC(=O)c3ccc(S(=O)(=O)N4CCCC4)cc3)nc12	-4	4	0.1	-0.1
CCOc1ccc(/C=N/n2c(-c3ccncc3)n[nH]c2=S)cc1OC	-9	-7	-0.4	-0.1
CCCc1ccc(Oc2coc3c(C)c(OC)ccc3c2=O)cc1	-9	-1	-1.5	0.3
CCc1ccc(N2C(=O)c3sc4nnc(-c5ccccc5)c(=O)n4c3C2=O)cc1	-7	13	1.8	-0.2
O=c1c(=O)n(-c2ccccc2)ccn1Cc1ccc(Cl)cc1	5	5	-1.5	0.2
CCCCCCNC(=O)C(=O)Nc1ccc(OCCCC)cc1	13	8	1.7	0.9
O=C(COC(=O)c1ccc([N+](=O)[O-])o1)Nc1ccc(Oc2ccccc2)cc1	1	16	-1.1	-0.1
N#C/C(=C\c1ccccc1Cl)c1nc(-c2ccc(-c3ccccc3)cc2)cs1	-2	0	1.2	0.0
COc1ccc2c(CNCc3cccs3)c(C(=O)O)n(Cc3ccc(F)cc3)c2c1	-2	2	2.5	-0.1
O=C(Nc1ccc2c(c1)CCC2)c1ccc2c(=O)n(Cc3ccco3)c(=S)[nH]c2c1	-3	6	0.2	-0.1
Cn1nc2c(c1NC(=O)Cc1ccc(F)cc1)CCC2	10	17	-0.1	0.0
O=C(O)c1cccnc1C(=O)O	50&23	5	0.2&1.1	-0.1&-0.1
Cc1cc(NC(=O)CN2C(=O)CC(c3ccco3)Sc3ccccc32)no1 (stereo not given)	1	11	-1.3	-0.2
CN(C)c1ccc(-c2nc3cc(NC(=O)c4ccc(Cl)c(Cl)c4)ccc3o2)cc1	-12	-11	0.0	0.1
COCCCn1c(SCC(=O)OC2CCCCC2)nnc1-c1ccccc1	-13	2	-0.7	0.1
COc1ccc(C(=O)N2CCCC(N3CCOCC3)C2)c(OC)c1OC (stereo not given)	-10	1	2.1	0.1
COc1cc(C(=O)Nc2ccccc2NC(=O)c2cc(OC)c(OC)c(OC)c2)cc(OC)c1OC	3	3	-1.2	0.1
CC1CCN(S(=O)(=O)c2ccc3[nH]c4nc(SCC(=O)NCc5ccccc5)nnc4c3c2)CC1	22	13	-0.7	0.2
COc1cccc(Nc2nc(-c3ccccc3)cs2)c1	5	-81	1.8	0.0
CC1CCCCN1C(=O)c1cc2c(=O)oc3ccccc3c2s1 (stereo not given)	-5	-6	1.6	-0.1
CC(C)(C)SCCNC(=O)CN(c1ccc(Cl)cc1)S(C)(=O)=O	5	-1	0.4	-0.2
O=C(CSc1nc(NCc2ccccc2)c2ccccc2n1)NCc1ccco1	2	-5	1.5	-0.2
CN1C(=O)C(C)(C)c2cc(S(=O)(=O)N3CCC(C(=O)Nc4nccs4)CC3)ccc21	3	-4	0.4	-0.2
COc1ccc(NC(=O)CSc2nnc(-c3ccc(Cl)cc3)n2-n2cccc2)cc1	6	3	-0.2	0.0
COCC1=C(C(=O)OC)C(c2ccc(Cl)cc2)C(C#N)=C(N)O1 (stereo not given)	3	5	-0.4	-0.1

For reference, part of the list above:
mol	MITF inh	TEAD-YAP block	GPR151 activ	FBW7 activator
CN1C(=O)C(C)(C)c2cc(S(=O)(=O)N3CCC(C(=O)Nc4nccs4)CC3)ccc21	3	-4	0.4	-0.2
COc1ccc(NC(=O)CSc2nnc(-c3ccc(Cl)cc3)n2-n2cccc2)cc1	6	3	-0.2	0.0
COCC1=C(C(=O)OC)C(c2ccc(Cl)cc2)C(C#N)=C(N)O1 (stereo not given)	3	5	-0.4	-0.1

Next section:
mol	MITF inh	TEAD-YAP block	GPR151 activ	FBW7 activator
COc1ccc(S(=O)(=O)N(CC(=O)NC(C)(C)C)Cc2ccccc2)cc1	-7	13	4.4	0.0
CCN(CC(=O)Nc1cc(Cl)ccc1C)CC(=O)NC1CC1	4	-5	0.6	-0.1
CC(C)Oc1cccc(C(=O)NC2=NCCS2)c1	6	-70	0.4	0.7
C/C(=N\NC(=O)CSCc1ccc(Cl)cc1)c1cc(O)ccc1O	16	-30	0.3	-0.1
CN(c1ccccc1)c1cc(N2CCOCC2)c2nonc2c1[N+](=O)[O-]	14	-3	-0.5	-0.4
CC(C)NC(=O)COC(=O)c1cccc(S(=O)(=O)NCc2ccccc2)c1	-4	3	-1.4	-0.2
Cc1ccc(S(=O)(=O)N2CCC(C(=O)O)CC2)c(C)c1	-3	0	-1.0	0.0
